Assay outcomes from PubChem.
eLon inh – inhibitors of E. coli Lon protease; P0A9M0; purified E. coli Lon protease, fluorescence polarization; 360,000 tested, 0.42% active; inhibition, % at 7.94 µM; AID 602123; in the data active means inhibition above about 13%, passing the limit was not always enough;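 further: 0% = enzyme with probe and DMSO and 100% = no enzyme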
MsrA inhibitor – inhibitors of bovine MsrA; AID 651718; purified bovine MsrA, absorbance read-out; 360,000 tested, 0.75% active; inhibition, % at 15.5 µM; in the data active means inhibition above about 4.5%;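 further: 0% = vehicle wells with enzyme and 100% = reference inhibitor wells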
PABP1 MLLE inh – inhibitors of microRNA-mediated deadenylation, human PABP1 MLLE binding; P11940; GST-MLLE / FITC-PAM2 fluorescence polarization; inhibition, % at 20 µM; 360,000 tested, 0.36% active; AID 588489; in the data active means inhibition above about 35%, passing the limit was not always enough;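 further: plate controls were DMSO wells with GST-MLLE for no effect and wells lacking GST-MLLE protein for full effect; some results filed as inactive read as strong as hits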
Rpn11 inh – inhibitors of human proteasome Rpn11; O00487; human 26S proteasome, Ub4-pepOG fluorescence polarization; 20S core pre-blocked with epoxomicin; calls only at 20 µM; 360,000 tested, 0.59% active;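 active means inhibition at 20 µM, scaled to each plate's controls, above about 33%, limit read from the data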
bovine MsrA act – bovine methionine sulfoxide reductase A activation; purified bovine MsrA, absorbance read-out; activation, % at 10.6 µM; 360,000 tested, 0.3% active; AID 602163; in the data active means activation above about 7.5%;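 further: 0% = vehicle and 100% = reference activator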
CSN deneddyl inh – CSN deneddylation inhibition | AID 651999 | inhibition, % at 12.5 µM | 360,000 tested, 0.38% active | Purified CSN, SCF-Nedd8-OG deneddylation, fluorescence polarization;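 active means pattern-corrected inhibition above about 35%, with an unprinted fluorescence ratio check between 0.5 and 1.5, limit read from the data, passing the limit was not always enough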;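 further: 0% = enzyme with substrate and 100% = substrate without enzyme; some results filed as inactive read as strong as hits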
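Assay system: Purified human Csn5 enzyme expressed in HEK293T cells | Amount: Enzyme 0.24 nM | Measured by: Fluorescence polarization readout | Medium: Tris/NaCl/DTT buffer, pH 7.5 | Compound dosing: One concentration, 12.5 µM, 0.25% DMSO | Times: 90 min incubation of compound, enzyme and substrate at room temperature | Control set: no-enzyme wells high, enzyme-with-substrate wells low | Read-out: % inhibition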
Rin1 Abl inh – inhibitors of human Rin1-Abl protein interaction; P00519+Q13671; TR-FRET Rin1/Abl binding, biochemical; inhibition, % at 7.35 µM; 360,000 tested, 0.4% active; AID 588664; in the data active means inhibition above about 5%, passing the limit was not always enough
Target sequence (P00519 whole entry, looked up): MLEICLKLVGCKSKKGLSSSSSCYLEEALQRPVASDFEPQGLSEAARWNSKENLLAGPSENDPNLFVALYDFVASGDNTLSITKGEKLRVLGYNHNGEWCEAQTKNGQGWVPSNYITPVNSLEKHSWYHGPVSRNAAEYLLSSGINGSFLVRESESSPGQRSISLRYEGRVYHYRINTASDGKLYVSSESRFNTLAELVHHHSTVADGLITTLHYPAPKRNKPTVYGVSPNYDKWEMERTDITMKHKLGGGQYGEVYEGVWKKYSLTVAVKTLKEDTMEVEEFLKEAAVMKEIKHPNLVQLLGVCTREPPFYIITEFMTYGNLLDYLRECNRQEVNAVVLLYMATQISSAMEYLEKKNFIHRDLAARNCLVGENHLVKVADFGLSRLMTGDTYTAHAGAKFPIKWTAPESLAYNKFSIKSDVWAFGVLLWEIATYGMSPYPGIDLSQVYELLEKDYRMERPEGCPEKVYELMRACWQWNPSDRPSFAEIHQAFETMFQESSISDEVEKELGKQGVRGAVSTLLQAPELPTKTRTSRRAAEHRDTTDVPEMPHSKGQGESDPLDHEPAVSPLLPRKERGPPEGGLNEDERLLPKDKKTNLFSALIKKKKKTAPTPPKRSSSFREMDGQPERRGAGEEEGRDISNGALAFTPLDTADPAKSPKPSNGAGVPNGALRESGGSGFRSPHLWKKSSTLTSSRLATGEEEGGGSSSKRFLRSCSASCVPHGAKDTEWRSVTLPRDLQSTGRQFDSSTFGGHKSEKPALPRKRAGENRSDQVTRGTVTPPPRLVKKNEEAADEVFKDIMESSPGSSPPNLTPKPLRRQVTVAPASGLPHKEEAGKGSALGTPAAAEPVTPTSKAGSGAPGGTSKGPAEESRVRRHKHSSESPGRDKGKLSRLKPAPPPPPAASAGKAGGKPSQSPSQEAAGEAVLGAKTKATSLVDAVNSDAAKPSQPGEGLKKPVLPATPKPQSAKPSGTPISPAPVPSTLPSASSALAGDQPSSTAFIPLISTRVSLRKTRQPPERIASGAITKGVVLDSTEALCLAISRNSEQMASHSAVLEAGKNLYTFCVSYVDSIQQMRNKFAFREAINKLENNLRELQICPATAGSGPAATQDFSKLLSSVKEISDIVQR
Target sequence (Q13671 whole entry, looked up): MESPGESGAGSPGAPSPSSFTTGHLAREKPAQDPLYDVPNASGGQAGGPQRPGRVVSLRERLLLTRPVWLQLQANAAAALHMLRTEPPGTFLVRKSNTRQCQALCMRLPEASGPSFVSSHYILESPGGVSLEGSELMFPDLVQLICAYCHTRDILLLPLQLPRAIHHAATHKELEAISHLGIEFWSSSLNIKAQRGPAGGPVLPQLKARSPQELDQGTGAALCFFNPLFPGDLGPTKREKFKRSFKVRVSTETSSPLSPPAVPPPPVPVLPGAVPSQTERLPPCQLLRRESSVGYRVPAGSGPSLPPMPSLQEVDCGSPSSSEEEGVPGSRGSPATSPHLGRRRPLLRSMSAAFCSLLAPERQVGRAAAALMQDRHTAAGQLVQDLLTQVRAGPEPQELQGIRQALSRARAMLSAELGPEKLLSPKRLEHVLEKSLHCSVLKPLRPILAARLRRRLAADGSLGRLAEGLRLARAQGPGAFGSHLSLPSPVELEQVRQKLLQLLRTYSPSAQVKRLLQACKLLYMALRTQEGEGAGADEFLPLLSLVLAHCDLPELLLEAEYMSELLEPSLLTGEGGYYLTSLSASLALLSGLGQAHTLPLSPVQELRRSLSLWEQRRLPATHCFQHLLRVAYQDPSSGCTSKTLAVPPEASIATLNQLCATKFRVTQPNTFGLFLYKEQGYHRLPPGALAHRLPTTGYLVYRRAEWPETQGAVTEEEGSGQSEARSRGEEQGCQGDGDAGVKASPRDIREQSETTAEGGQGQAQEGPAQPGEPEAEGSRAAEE
FAS TE block – inhibitors of human fatty acid synthase thioesterase domain; P49327; recombinant FAS-TE, OMFH fluorogenic substrate, fluorescence endpoint; inhibition, % at 15 µM; 360,000 tested, 0.67% active; AID 602261;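 active means compounds whose normalised, plate-corrected inhibition of enzyme fluorescence in the single-dose primary screen is 50% or more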;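 further: 0% = DMSO with enzyme and 100% = substrate without enzyme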
MT1-MMP act inh – MT1-MMP (human) activation inhibition; P50281; HT1080 RFP-PRO-GFP cells, GFP/RFP ratio fluorescence, overnight; percent of plate control window, DMSO zero; 360,000 tested, 0.061% active; AID 651647; GFP/RFP ratio change, % at 20 µM;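 active means GFP/RFP ratio change of at least 30% with cell ATP level not reduced by more than half and red fluorescence within 50% of control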; further: strong numbers were not always called active
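Compound: 20 µM single dose, 1% DMSO / System: HT1080 RFP-PRO-GFP cells / Controls: DMSO and RFP-L50D-GFP cell wells / Read-out basis: GFP/RFP fluorescence ratio / Schedule: overnight compound exposure at 37 °C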
The depositor's hits bear a star; i = inactive; nt = no result given.

nr	structure	eLon inh	MsrA inhibitor	PABP1 MLLE inh	Rpn11 inh	bovine MsrA act	CSN deneddyl inh	Rin1 Abl inh	FAS TE block	MT1-MMP act inh
1	CCN1C(=NCc2ccc(OC)cc2)N[C@@H](c2ccccc2)C(C(=O)OC)=C1C	-12	0.3	-79	i	-2	-7	4	-3	2
2	CS(=O)(=O)c1ccc(C(=O)NCC2(N3CCCCC3)CCCCC2)cc1	-9	-0.4	-2	i	-4	-2	-2	-7	1
3	COc1cccc(C2=NO[C@@H]3C(=O)N(Cc4ccccc4)C(=O)[C@H]23)c1OC	-4	0.2	14	i	-1	-3	2	2	2
4	Cc1ccc2c(CN3CC(C)CC(C)C3)cc(=O)oc2c1C (configuration not stated)	-6	1.8	6	i	-8	4	3	23	1
5	Cc1ccc(S(=O)(=O)NCc2ccccc2)cc1C(=O)NC(C)c1ccc(S(N)(=O)=O)cc1 (configuration not stated)	-9	0.2	6	i	-4	1	2	-1	-1
6	Cc1ccccc1NS(=O)(=O)c1cc(C(=O)NCCC2=CCCCC2)ccc1Cl	-1	-0.4	-2	i	-3	1	-2	18	-9
7	CCOc1ccc(NC(=O)CSc2nc3c(c(=O)n2-c2ccccc2OC)SCC3)cc1	-5	2.9	1	i	0	1	-2	6	5
8	COc1ccc(S(=O)(=O)N(CC(=O)NCC2CCCO2)Cc2ccccc2)cc1 (configuration not stated)	4	2.3	9	i	-1	2	-3	4	-2
9	Cc1c(C)c2ccc(OCC(=O)NCCCN3CCCC3=O)cc2oc1=O	-6	1.9	-6	i	-4	0	1	-3	-2
10	O=C(OCc1ccccc1)c1cnc(Cl)c(Cl)c1	-1	2.5	-11	i	-1	-2	-1	14	-1
11	O=C1N(c2ccccc2)CCN1c1ccccc1	3	0.3	-22	i	-4	-2	-1	-6	-2
12	COc1ccc(OC)c(CN2CCN(CCCc3ccccc3)C(CCO)C2)c1 (configuration not stated)	-2	-0.9	-4	i	-9	5	-2	1	-2
13	O=C(Nc1ccc(-c2csc(-c3ccccc3)n2)cc1)c1ccccc1Cl	6	1.8	-11	i	-5	-2	3	25	1
14	COc1ccc(OC)c(CN2C(=O)CCC2(C)c2nnnn2-c2c(C)cccc2C)c1 (configuration not stated)	2	0.4	nt	nt	-4	3	nt	-5	1
15	C=CCc1cccc(/C=N/NC(=O)CNc2cccc3ccccc23)c1O	3	1.1	-7	i	-1	3	-1	27	-3
16	C/C(=N/N=C1/NC(=O)CC(C(=O)Nc2ccccc2)S1)c1cccs1 (configuration not stated)	-4	4.0	-3	i	-6	2	-1	9	4
17	CCCn1c(N2CCN(CC(=O)c3c(C)n(C)c4ccc(OC)cc34)CC2)nc2c1c(=O)[nH]c(=O)n2C	-7	1.3	-5	i	0	-7	0	-6	7
18	COc1ccc(N(C)S(=O)(=O)c2ccc3c(c2)NC(=O)CC(=O)N3)c(OC)c1	-13	-0.9	-6	i	-10	1	-1	-6	-4
19	CC(C)c1nc(SCC(=O)c2ccccc2)c2c(=O)n(C)c(=O)n(C)c2n1	2	1.1	7	i	0	1	-3	10	-2
20	CCSc1ncnc2c(C#N)c3n(c12)CCCCC3	6	0.2	1	i	-6	4	2	2	-5
21	CN(C(=O)CSCC(=O)O)C1CCCCC1	-4	0.5	11	i	-4	-1	4	-10	0
22	COc1ccccc1CC(=O)Nc1ccc(S(=O)(=O)N2CC(C)CC(C)C2)cc1 (configuration not stated)	-5	2.9	8	i	-3	-7	1	23	2
23	Cc1ccc(O)c(NC(=O)CCCC(=O)O)c1	1	-1.1	-14	i	-3	5	0	-9	-6
24	CC1=CC(C)C2(CO)COC(c3ccc(O)cc3)C1C2C (configuration not stated)	-8	0.8	-9	i	-9	-5	1	2	0
25	Cc1ccc(S(=O)(=O)N2C[C@H]3C(=O)C[C@@H](c4ccccc4)N(S(=O)(=O)c4ccc(C)cc4)[C@H]3C[C@H]2c2ccc(Cl)cc2)cc1	-9	-0.4	3	i	0	0	-7	22	-1
26	O=C(NCC(c1ccccc1)N1CCCC1)C1CCN(C(=O)Nc2ccccc2)CC1 (configuration not stated)	-6	1.5	-3	i	-1	0	1	-5	0
27	O=C(O)c1ccccc1CSc1ncn[nH]1	-10	-0.1	5	i	-3	3	-1	-5	9
28	Cc1ccc(Oc2nnc(-c3ccc(C)cc3)c3ccccc23)cc1	1	-0.8	9	i	-10	-1	1	8	1
29	CC(=O)c1c(C)[nH]c(C(=O)OCC(=O)c2c(N)n(CC(C)C)c(=O)n(C)c2=O)c1C	-5	1.0	3	i	-2	5	4	-1	-12
30	O=C(NCC1CCCO1)c1ccc(N2C(=O)C3CCCCC3C2=O)cc1 (configuration not stated)	-2	0.2	-9	i	-1	-2	1	-4	3

13 compounds out of the list, arranged by count of non-hydrogen atoms, lowest first.
nr	structure	eLon inh	MsrA inhibitor	PABP1 MLLE inh	Rpn11 inh	bovine MsrA act	CSN deneddyl inh	Rin1 Abl inh	FAS TE block	MT1-MMP act inh
21	CN(C(=O)CSCC(=O)O)C1CCCCC1	-4	0.5	11	i	-4	-1	4	-10	0
10	O=C(OCc1ccccc1)c1cnc(Cl)c(Cl)c1	-1	2.5	-11	i	-1	-2	-1	14	-1
20	CCSc1ncnc2c(C#N)c3n(c12)CCCCC3	6	0.2	1	i	-6	4	2	2	-5
24	CC1=CC(C)C2(CO)COC(c3ccc(O)cc3)C1C2C (configuration not stated)	-8	0.8	-9	i	-9	-5	1	2	0
28	Cc1ccc(Oc2nnc(-c3ccc(C)cc3)c3ccccc23)cc1	1	-0.8	9	i	-10	-1	1	8	1
2	CS(=O)(=O)c1ccc(C(=O)NCC2(N3CCCCC3)CCCCC2)cc1	-9	-0.4	-2	i	-4	-2	-2	-7	1
13	O=C(Nc1ccc(-c2csc(-c3ccccc3)n2)cc1)c1ccccc1Cl	6	1.8	-11	i	-5	-2	3	25	1
18	COc1ccc(N(C)S(=O)(=O)c2ccc3c(c2)NC(=O)CC(=O)N3)c(OC)c1	-13	-0.9	-6	i	-10	1	-1	-6	-4
22	COc1ccccc1CC(=O)Nc1ccc(S(=O)(=O)N2CC(C)CC(C)C2)cc1 (configuration not stated)	-5	2.9	8	i	-3	-7	1	23	2
26	O=C(NCC(c1ccccc1)N1CCCC1)C1CCN(C(=O)Nc2ccccc2)CC1 (configuration not stated)	-6	1.5	-3	i	-1	0	1	-5	0
7	CCOc1ccc(NC(=O)CSc2nc3c(c(=O)n2-c2ccccc2OC)SCC3)cc1	-5	2.9	1	i	0	1	-2	6	5
5	Cc1ccc(S(=O)(=O)NCc2ccccc2)cc1C(=O)NC(C)c1ccc(S(N)(=O)=O)cc1 (configuration not stated)	-9	0.2	6	i	-4	1	2	-1	-1
17	CCCn1c(N2CCN(CC(=O)c3c(C)n(C)c4ccc(OC)cc34)CC2)nc2c1c(=O)[nH]c(=O)n2C	-7	1.3	-5	i	0	-7	0	-6	7

The list goes on.
nr	structure	eLon inh	MsrA inhibitor	PABP1 MLLE inh	Rpn11 inh	bovine MsrA act	CSN deneddyl inh	Rin1 Abl inh	FAS TE block	MT1-MMP act inh
31	COC(=O)c1ccc2nc(-c3cccc(Br)c3)c(Cc3cccc(F)c3)n2c1	-5	1.8	nt	nt	-6	2	nt	17	-5
32	Cc1cccc(NC(=O)c2ccc(C(=O)Nc3cccc(C)c3)nc2)c1	-16	0.0	7	i	-3	-8	-1	0	1
33	O=C(Oc1ccc(/C=N/Nc2nc(N3CCCCC3)nc(N3CCCCC3)n2)cc1)c1ccco1	-5	0.4	-5	i	-6	-4	2	11	0
34	COC(=O)c1ccc(C)c(NC(=O)C2COc3ccccc3O2)c1 (configuration not stated)	-3	0.9	-2	i	-1	-3	6	-1	0
35	O=C1CC(N(CCc2ccccc2)C(=S)Nc2cc(Cl)ccc2Cl)C(=O)N1c1c(Cl)cccc1Cl (configuration not stated)	-1	0.9	1	i	-3	-4	-3	56*	-15
36	CCCS(=O)(=O)NC(=O)C1(C)CCCN(C(=O)c2ccncc2)C1 (configuration not stated)	-3	-0.3	5	i	-2	0	-2	-8	-3
37	Cc1sc(NC(=O)/C=C/C(=O)O)c(C(N)=O)c1-c1ccc(C(C)(C)C)cc1	-6	1.0	31	i	-6	-9	-3	-1	-4
38	Cc1noc(C)c1-c1ccc2ncnc(NC(C)c3ccco3)c2c1 (configuration not stated)	-3	-0.5	-9	i	-11	-3	4	-9	5
39	COc1cc(NS(=O)(=O)c2ccc(NC(=S)NC(C)=O)cc2)nc(OC)n1	11	1.0	0	i	-1	-1	-3	-8	2
40	Cc1ccc(NC(=O)CN(C)c2ccc(S(=O)(=O)N3CCCC3)cn2)cc1	9	-0.8	9	i	0	-4	0	0	-4
41	CCN(CC)c1ccc(C(=O)NNC(=O)c2cccn2C)cc1	0	3.0	-20	i	0	-6	-1	-5	0
42	COc1cccc(CNC(=O)COC(=O)c2nc(Cl)c(Cl)c(Cl)c2Cl)c1	-10	0.2	-46	i	-5	6	0	6	-2
43	Fc1ccc(CNc2nc(-c3ccccc3)nc3ccccc23)cc1	5	1.3	-17	i	-3	-1	2	31	1
44	O=C(O)C1OC1(c1ccccc1Cl)c1ccccc1Cl (configuration not stated)	-9	0.4	11	i	0	1	1	-4	0
45	CC1(C)CC(NC(=O)c2coc(=O)c(Br)c2)CC(C)(C)N1	0	3.1	-16	i	-2	3	-2	-10	3
46	COc1ccc(C2CC(c3cccc(C(F)(F)F)c3)=NN2c2ccc(S(N)(=O)=O)cc2)cc1 (configuration not stated)	2	0.1	8	i	-2	1	1	27	-3
47	Cc1cc2c(cc1S(=O)(=O)CCC(=O)NCCc1ccccc1)OCC(=O)N2	4	-0.9	-11	i	-1	-1	0	-7	3
48	CCCNC(=O)CC(NS(=O)(=O)c1ccc(OC)cc1)c1ccco1 (configuration not stated)	-8	-1.5	3	i	-3	-2	-2	-4	17
49	CCCCC(=O)Nc1ccc(C(=O)NCC(=O)OC)cc1	-5	0.8	5	i	-3	-4	2	-5	2
50	CCOc1ccccc1C(=O)NC(C)c1ccc2c(c1)OCO2 (configuration not stated)	-6	0.1	2	i	-3	4	1	2	-5
51	CC1=NN(C(=O)Cc2ccc([N+](=O)[O-])cc2)C(O)(c2ccccc2)C1 (configuration not stated)	-2	-0.1	-14	i	-2	6	-2	6	5
52	CCCCn1c(/C=C/c2ccco2)nc2ccccc21	-11	-0.2	-21	i	0	4	1	-7	-4
53	O=C(COC(=O)C1CCN(S(=O)(=O)c2ccc(Cl)c(C(F)(F)F)c2)CC1)NCC1CCCO1 (configuration not stated)	-2	-0.8	-23	i	-1	-2	-1	5	-4
54	CCN(CC)CCNC(=O)c1cn(-c2ccccc2)nc1-c1cccs1	-3	1.4	10	i	-2	-3	-1	-7	2
55	COc1cccc(N2CCN(c3nc(C)c(C)c(=O)[nH]3)CC2)c1	-1	0.1	-9	i	-2	2	-2	-4	6
56	CC(=O)Nc1ccc(N2C(=O)CSC2c2cccc(Br)c2)cc1 (configuration not stated)	7	-0.9	8	i	-3	-4	3	-1	-2
